# GalR3 antag – human GalR3 antagonism; 360,000 compounds, 0.44% hits; AID 651719; HEK293 GalR3-CNG cAMP membrane potential fluorescence; galR3 body fused to GalR1 C-terminus; O60755; inhibition, % at 3 µM;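 active = inhibition above the screen-wide average plus 3 SD, cut at about 13% in these data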;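 also: forskolin and galanin both at EC90 stimulate the cells; cAMP rise reported by CNG channel membrane potential dye signal; 0% = forskolin plus galanin with DMSO and 100% = forskolin alone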
# Target sequence (O60755 1-299 limits assumed): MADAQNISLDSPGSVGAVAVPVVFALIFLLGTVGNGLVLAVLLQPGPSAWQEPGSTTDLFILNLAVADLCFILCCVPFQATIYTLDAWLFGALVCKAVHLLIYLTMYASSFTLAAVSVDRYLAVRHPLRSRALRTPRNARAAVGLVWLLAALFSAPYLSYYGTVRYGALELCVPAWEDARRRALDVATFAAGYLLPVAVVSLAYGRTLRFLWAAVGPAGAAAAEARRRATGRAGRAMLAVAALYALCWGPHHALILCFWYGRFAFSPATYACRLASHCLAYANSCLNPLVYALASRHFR
# CRFR2-BP antag – antagonists of CRF-binding protein/CRF-R2 receptor complex | 350,000 compounds, 0.59% hits | HEK293 CRF-R2/CRF-BP, CRF-induced calcium fluorescence | AID 588475 | inhibition, % at 11.8 µM;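 active = inhibition of the ligand-induced calcium signal above about 50% at the single tested concentration, limit read from the data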
# IDE inh – cellular human IDE inhibition | P14735 | HEK cells, FAbetaB cleavage, fluorescence polarization | inhibition, % at 5.59 µM | 320,000 compounds, 0.41% hits | AID 434962;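 active = percent inhibition above the average of all tested compounds plus 3 SD, set per screening campaign, cut at about 16% in these data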;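 also: IDE supplied by intact live HEK cells; FP after avidin binding of uncleaved biotin substrate so inhibition keeps polarization high; 0% = DMSO wells and 100% = 60 µM reference IDE inhibitor Ii1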
# p-CIP stab down – lowers stability of the mouse p/CIP coactivator protein. Q05BA5. F442A p/CIP-EGFP cells, EGFP fluorescence, 16 h. decrease of EGFP signal, % at 10 µM. 290,000 compounds, 0.01% hits. AID 1984;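 active = EGFP signal decrease of at least 30% at 10 µM or well 3 SD below plate mean, unless failing retest; inactive = the rest, including hits failing retest or dose response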; also: some compounds called inactive have numbers as strong as hits; many of its hits are not listed in these tables
# IDE cell activ – activators of human insulin-degrading enzyme in cells. P14735. HEK cells, FAbeta-B cleavage, fluorescence polarization; 0% vehicle, 100% cell-free pure enzyme wells. activation, % at 5.96 µM. 340,000 compounds, 0.073% hits. AID 493087;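 active = activation above the mean of all tested compounds plus 3 SD, set per screening campaign, cut at about 17% in these data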
# PHOSPHO1 block – PHOSPHO1 (human) inhibition | 290,000 compounds, 1.1% hits | AID 1565 | Q8TCT1 | recombinant PHOSPHO1, absorbance phosphatase assay | inhibition, % at 13.3 µM; in the data active = inhibition above about 60%
# Target sequence (Q8TCT1 whole entry, looked up): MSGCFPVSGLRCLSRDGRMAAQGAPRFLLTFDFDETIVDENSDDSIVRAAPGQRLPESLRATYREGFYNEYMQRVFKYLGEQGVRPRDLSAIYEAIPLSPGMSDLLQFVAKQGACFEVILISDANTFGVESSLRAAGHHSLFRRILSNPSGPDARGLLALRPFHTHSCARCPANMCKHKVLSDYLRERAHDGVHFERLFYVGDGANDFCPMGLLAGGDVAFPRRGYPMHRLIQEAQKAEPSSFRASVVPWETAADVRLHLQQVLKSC
# CRFBP-R2 agonist – agonists of human CRF-binding protein/CRF-R2 receptor complex; HEK293 CRF-R2/CRF-BP, calcium dye fluorescence (FLIPR); percent of saturating CRF peptide response; activation, % at 13.2 µM; 350,000 compounds, 0.46% hits; AID 588473;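 active = activation of at least 50%, plus an integration ratio under a set limit after plate pattern correction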;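 also: plate controls were neutral control wells without compound for no effect and CRF at EC100 for full effect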
# M4 PAM – CHRM4 positive allosteric modulation | activation, % at 3 µM | 360,000 compounds, 0.4% hits | CHO-K1 hM4/Gqi5, Fluo-8 calcium fluorescence, ACh EC20; 0% = ACh EC20, 100% = maximal ACh;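 active = activation above its plate's cutoff, the mean activation of sample wells plus 3 SD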; also: some results filed as inactive read as strong as hits
# Target sequence (P08173 whole entry, looked up): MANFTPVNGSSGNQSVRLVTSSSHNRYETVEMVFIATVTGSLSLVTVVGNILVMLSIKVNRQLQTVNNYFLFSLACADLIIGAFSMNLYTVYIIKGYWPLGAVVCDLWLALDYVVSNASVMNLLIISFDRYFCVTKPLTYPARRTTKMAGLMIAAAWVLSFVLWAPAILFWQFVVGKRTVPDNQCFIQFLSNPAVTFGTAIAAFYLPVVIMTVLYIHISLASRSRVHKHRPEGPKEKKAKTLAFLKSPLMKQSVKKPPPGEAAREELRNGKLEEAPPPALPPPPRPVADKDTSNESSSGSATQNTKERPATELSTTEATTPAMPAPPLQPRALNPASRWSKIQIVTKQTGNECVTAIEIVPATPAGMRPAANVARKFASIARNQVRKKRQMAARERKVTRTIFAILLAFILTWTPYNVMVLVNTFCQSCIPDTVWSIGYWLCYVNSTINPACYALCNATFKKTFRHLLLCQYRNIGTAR
# MEKK3 PB1 HTS – raises or lowers MEK5 binding to the human MEKK3 PB1 domain. 290,000 compounds, 1.4% hits. Q99759. binding response (% of control), % at 10 µM. bead-based flow cytometry, Alexa488-MEK5 binding to MEKK3; actives lie on both sides; 0 = blocked by unlabeled MEK5, 100 = vehicle;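 active = binding response more than 3 SD above or below the average of its plate-row segment, actives on both sides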;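 also: Alexa488 bead fluorescence after subtracting the streptavidin-only scavenger bead signal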
# Numbers without * were called inactive; nt = not tested or not shown; & = joins results of further samples; [ ] = remark or other dose.
# The line under a structure holds: GalR3 antag	CRFR2-BP antag	IDE inh	p-CIP stab down	IDE cell activ	PHOSPHO1 block	CRFBP-R2 agonist	M4 PAM	MEKK3 PB1 HTS
CCn1c(SCC(=O)OC)nnc1-c1ccccc1
→ -8	11	-3	0	6	19	-0.9	-3	99
Cc1ccc(NC(=O)CN(C)Cc2ccc(Cl)cc2)cc1
→ -5	-4	-1	1	1	-13	-1.6	0	104
CCCCn1c(=O)c(C(=O)OCC)c(O)c2ccccc21
→ -4	2	4	-2	7	-2	-0.6	5	109
Cc1c(Cl)cccc1NS(=O)(=O)c1cccc2nsnc12
→ -9	-13	1	-5	-3	nt	0.1	-12	103
Cc1ccc(S(=O)(=O)N(CC(O)CN2CCCC2)c2ccccc2)cc1 (stereo unspecified)
→ -8	-7	8	0	-8	-9	1.8	-3	83
Cc1ccc(-c2csc(N3CCC(NS(=O)(=O)c4ccc5c(c4)OCCO5)CC3)n2)cc1
→ -6	5	7	-17	-2	-23	-1.5	-10	113
Oc1oc(-c2ccccc2)nc1/C=N/c1ccccn1
→ -3	4	-1	-16	3	1	-3.7	-3	102
COc1ccc(S(=O)(=O)NC(CC(=O)O)c2ccco2)cc1 (stereo unspecified)
→ -2	0	1	-3	3	-7	0.7	-1	97
CSc1ccc2nnc(-c3cccc(F)c3)n2n1
→ -3	9	1	-1	10	56	-1.9	3	97
Cc1ccc(S(=O)(=O)CCC(=O)Nc2ccc(F)cc2)cc1
→ -5	-29	0	-6	0	34	4.3	-2	102
CSCCC1NC(=O)N(CC(=O)Nc2c(C(C)C)cccc2C(C)C)C1=O (stereo unspecified)
→ -6	0	-5	10	5	28	-0.4	0	91
CC(C)CC1Nc2ncnc(N3CCN(c4ccccn4)CC3)c2N(Cc2ccccc2)C1=O (stereo unspecified)
→ -4&-2	3	1	nt	4	nt	-0.7	-6&5	nt
O=C(NCc1ccco1)C1CCN(S(=O)(=O)c2cccc([N+](=O)[O-])c2)CC1
→ -8	0	-6	-13	-2	45	4.0	7	106
COCCNC(=O)CSc1nc(N)c(NC(=O)c2ccccc2F)c(=O)[nH]1
→ 0	-20	-4	2	3	-8	0.9	5	96
CC(C)C[C@H]1CN=C(N(C)C)N1CCc1cccc(F)c1
→ -7	-1	0	nt	3	nt	-0.2	-4	nt
O=C(NCCc1ccncc1)c1ccc2nc(Cc3cccc(Cl)c3)oc2c1
→ -1	-12	0	3	4	38	-8.7	-4	102
Cc1sc2ncnc(NCCCn3ccnc3)c2c1C
→ -1	-3	-2	-4	7	-14	0.0	0	107
COc1ccc2cc(/C(C)=N/NC(=O)c3cc(C)oc3C)ccc2c1
→ -2	1	nt	nt	nt	nt	-0.9	6	nt
CCOC(=O)C1=C(CS(=O)(=O)c2ccc(F)c(C)c2)NC(=O)NC1c1ccc(O)c(O)c1 (stereo unspecified)
→ 4	5	2	11	11	22	-1.0	0	105
CCOC(=O)COc1ccc2cc(C(=O)OCC)c(=O)oc2c1
→ -4	-15	-3	-10	6	-9	-1.8	-1	nt
COC(=O)CCC(=O)OC1(C)C(=O)C=C2C=C(C3CC3)N(C(CO)CO)C=C2C1=O (stereo unspecified)
→ 0	-3	3	-4	3	22	0.3	4	124
COc1ccc2cc(CN(CC3COCCO3)S(=O)(=O)c3ccccc3)c(=O)[nH]c2c1 (stereo unspecified)
→ -2	-37	nt	3	-2	9	-3.1	14	107
COc1ccc(S(=O)(=O)Nc2nnc(C(C)C)s2)cc1
→ -3	2	3	9	-1	46	-1.4	7	103
CC(=O)c1ccc(OCCCOc2cccc3cccnc23)cc1
→ -7	-3	nt	9	-1	40	-4.0	-13	93
Cc1c(C=O)c2ccccc2n1CC(=O)NCc1ccccc1
→ 7	-21	1	-2	-4	-18	1.4	-8	90
O=C(NNC(=O)c1ccccc1Cl)c1ccco1
→ -6	-4	-1	-2	7	46	-1.1	3	102
CC(=Nc1ccccc1C)C1=C(O)CSC1=O
→ -6	-17	1	-1	1	54	-1.5	6	96
Cc1noc(C)c1S(=O)(=O)N(C)C[C@H]1OCc2cn(nn2)CCCC(=O)N([C@H](C)CO)C[C@@H]1C
→ 3	10	nt	nt	nt	nt	2.3	-2	nt
CCOc1ccc(-n2c(-c3ccc(Br)cc3)c[n+]3c2CCCCC3)cc1
→ 18*	-15	4	-12	5	-18	0.0	-6	102
COc1ccc([N+](=O)[O-])cc1NC(=O)CCCOc1ccccc1
→ -3	37	0	2	1	4	-6.3	-2	99
Cc1cccc(/C=C2\Sc3ccc(C(=O)NCC4CCCO4)cc3N(C)C2=O)c1 (stereo unspecified)
→ -5	-5	8	-4	2	17	1.5	-13	101
CCOC(=O)C1(Cc2ccc(O)cc2)NC(c2ccccc2F)C2C(=O)N(C)C(=O)C21 (stereo unspecified)
→ -2	-8	4	4	-2	-2	1.1	2	102
Nn1cnnc1SCC(=O)Nc1ccc2c(c1)OCO2
→ nt	8	-2	-11	1	20	-1.2	3	84
Cc1ccc(SC(C)C(=O)Nc2ccncc2)cc1 (stereo unspecified)
→ -5	-4	3	-6	5	-20	2.3	-5	104
Cc1ccc(OCCNS(=O)(=O)c2cccs2)cc1
→ 0	7	0	1	2	5	0.7	5	101
CCNC(=O)OCC(CC)NC(=O)OCC(C)C (stereo unspecified)
→ -2	-3	4	-10	1	-4	-0.1	4	100
COc1ccc(S(=O)(=O)N2CCN(c3ccccc3OC)CC2)cc1
→ -6	8	-2	0	0	24	-0.4	-5	107
Cc1cc(C)n2nc(C(=O)Nc3nnc(C4CC4)s3)nc2n1
→ -4	28	2	-1	7	11	1.4	8	105
Cc1cc(CSc2ccccc2)ccc1NC(=O)c1ccc(CN2CCOCC2)cc1
→ 106*	-20	25*	3	-11	20	3.8	0	98
Cc1ccc2c(c1)[C@H]1[C@H](CO2)[C@H](c2ccccc2)[C@]2(C)C(=O)N(C)CC(=O)N12
→ -1	-9	nt	nt	1	nt	2.7	2	nt
COCCNC(=O)COC(=O)c1[nH]c(C)c(C(C)=O)c1C
→ 4	-34	-1	-14	3	-6	0.7	5	93
CCN(CC(=O)NCc1cccs1)S(=O)(=O)c1ccc([N+](=O)[O-])cc1
→ -7	4	13	-9	6	-6	-2.1	16	60
COC(=O)N/N=C/c1cc(C)n(-c2ccccc2)c1C
→ 5	-13	5	4	7	-18	0.9	5	1.0*[inhibitor]
O=c1c2[nH]c3cccc(Cl)c3c2ncn1Cc1ccncc1
→ 1	-2	4	-3	2	12	-1.7	-2	97
O=C(CC1NCCN(Cc2ccccc2)C1=O)Nc1ccc(Cl)cc1 (stereo unspecified)
→ -2	5	5	-3	-4	20	-0.4	-4	88
CC#CCN(Cc1ccco1)C(=O)C1CCC(=O)N(CCc2cccc(F)c2)C1 (stereo unspecified)
→ -3	3	nt	nt	nt	nt	-0.8	0	nt
COc1ccc(C2=NN(C(=O)CSc3nc(=O)n4cc(C)ccc4n3)C(c3ccc(C)cc3)C2)cc1 (stereo unspecified)
→ -4	19	-6	nt	6	nt	-0.1	5	nt
CC(C)CCNC(=O)CN(C)S(=O)(=O)c1cccc2nsnc12
→ 2	21	3	-7	2	21	-2.5	3	103
CC(=O)Nc1cccc(OCC(=O)/C=C2\N(C)c3ccccc3C2(C)C)c1
→ -7	-1	0	-20	-1	-16	-0.1	-16	62*[inhibitor]
CCOc1ccc(OCc2ccc(C(=O)N3CCCCC3)o2)cc1
→ -4	8	9	-15	0	53	1.4	2	103
COc1cc(OC)c(C2=Nc3ccc(Br)cc3C(c3ccccc3)N2CC(=O)NN)cc1OC (stereo unspecified)
→ -9	-32	6	6	3	3	-0.7	2	109
O=C(C[C@H]1C[C@H](C(=O)N2CCCCC2)[C@@]2(CCc3ccccc3)c3[nH]c4ccc(Cl)cc4c3CCN2C1=O)NCCC1=CCCCC1
→ -3	-2	nt	nt	4	nt	4.3	-4	nt
COc1cc(NC(=O)CN(C)C2CCCCC2)c(C)cc1[N+](=O)[O-]
→ 0	5	3	6	0	-24	-0.5	-11	80
CCn1c(SCC(=O)c2c(N)n(C)c(=O)n(C)c2=O)nnc1-c1ccccc1
→ nt	nt	-1	3	nt	-22	nt	nt	105
Cn1c(=O)c2c(nc(NCc3cccnc3)n2Cc2ccccc2Cl)n(C)c1=O
→ 7	9	2	-1	2	38	-5.0	4	99
COc1ccc(OCC(=O)Nc2nonc2NC(=O)COc2ccc(OC)cc2)cc1
→ -1	-18	6	0	5	23	0.2	-13	105
COc1ccccc1CC(=O)Nc1ccc2c(c1)CCC2
→ -3	16	2	-9	8	-4	0.1	-4	102
COc1ccc(C(=O)COC(=O)CNC(=O)c2ccc(Cl)cc2Cl)c(OC)c1
→ -4	8	2	nt	4	nt	0.6	1	nt
CCCC(C(=O)Nc1ccc(S(=O)(=O)Nc2nccs2)cc1)c1ccccc1 (stereo unspecified)
→ -4	-5	nt	nt	-3	nt	-0.5	14	nt
O=c1[nH]c(=O)n(-c2cc(Br)c(O)c(Br)c2)cc1Br
→ -3	-1	2	-6	4	29	1.4	9	115

# Following part:
# The line under a structure holds: GalR3 antag	CRFR2-BP antag	IDE inh	p-CIP stab down	IDE cell activ	PHOSPHO1 block	CRFBP-R2 agonist	M4 PAM	MEKK3 PB1 HTS
O=C(COC(=O)CCc1ccccc1)NCc1ccccc1
→ -9	-3	0	nt	2	nt	-0.6	1	nt
COc1ccc(C(=O)NC(=S)Nc2cccnc2)cc1Cl
→ -8	6	-1	-13	1	24	-2.6	-6	103
CCCCN(C(=O)CCC(=O)OCC(=O)NCc1ccccc1)c1c(N)n(CCC)c(=O)[nH]c1=O
→ 0	3	-5	nt	0	nt	1.4	7	nt
CC(=O)Nc1ccc(S(=O)(=O)c2cc(O)ccc2O)cc1
→ -7	-1	nt	-8	8	14	-2.3	0	108
COCCCNC(=S)NNC(=O)c1ccc(C(C)(C)C)cc1
→ -1	-4	5	0	8	-19	-4.5	-1	76
COc1ccc(NC(=O)c2cc3sccc3n2Cc2ccc(F)cc2)cc1OC
→ -6	15	-1	7	-2	46	-0.1	-7	103
Cc1ccc(C)c(NC(=O)C2C3CCCC2C3c2ccccc2)c1 (stereo unspecified)
→ -3	22	-1	-18	1	9	-1.5	-1	101
COc1ccccc1C(=O)NC(=S)/C=C1/N(C)c2ccccc2C1(C)C
→ 0	15	2	-15	-1	-23	-0.3	-9	103
COc1ccc(C2/C=C\CN(C(=O)Oc3ccc(C(F)(F)F)cc3)CC(=O)N2Cc2ccc(F)cc2)cc1 (stereo unspecified)
→ -7	-11	5	-6	5	13	3.2	6	95
CSc1ccccc1OCc1cc(C(=O)N2CCN(C)C(c3ccccc3)C2)no1 (stereo unspecified)
→ -2	-9	5	-13	2	30	0.8	-6	97
CCc1ccc(NS(=O)(=O)c2cc3c4c(c2)CCN4C(=O)CC3)cc1
→ 3	-3	2	nt	0	nt	0.2	-3	nt
N#Cc1ccccc1S(=O)(=O)N1CCN(CC(=O)NC(=O)NC2CCCCC2)CC1
→ 1	-12	-4	nt	1	nt	3.1	0	nt
O=C(CN1CCC(Cc2ccccc2)CC1)NCCc1ccc(F)cc1
→ -6	-13	-5	-2	2	2	-2.1	-5	96

# Sorted by the number under IDE inh (smallest number first): 3 from the list above.
canonical_smiles,IDE inh
COc1ccc(C(=O)NC(=S)Nc2cccnc2)cc1Cl,-1
COc1ccccc1C(=O)NC(=S)/C=C1/N(C)c2ccccc2C1(C)C,2
COc1ccc(C2/C=C\CN(C(=O)Oc3ccc(C(F)(F)F)cc3)CC(=O)N2Cc2ccc(F)cc2)cc1 (stereo unspecified),5
